All columns: NCI-60 one-dose screen, growth in % after 48 h at 10 µM unless noted; 100 = growth as untreated, 0 = no growth, -100 = all killed.
RXF 393 – RXF 393 renal cancer cells; 6.9% of 77,000 active; AID 1794773
TK-10 – TK-10 renal cancer cells | 3.9% of 81,000 active | AID 1794769
* hit, by the source's call; nt = not tested or not shown; & = joins results of further samples; ! = a repeat was not active; [ ] = remark or other dose. How the source made its calls: active means growth percent below 10; inactive means the rest. Only part of the results is shown, so the mix of outcomes need not match the whole.

Results follow in this order: RXF 393	TK-10
O=c1[nH]c(=O)n(C2CC(O)C(CO)O2)cc1Br (configuration not stated)
  nt	21&67[100 µM]
O=C1NC(N/N=C\C(O)C(O)C(O)C(O)CO)=N/C1=C\c1ccc(Cl)cc1 (configuration not stated)
  nt	-100*![100 µM]
COC(=O)C(C(=O)C(=O)NC1Nc2ccc(C)cc2S1)c1nc2ccc(Cl)cc2[nH]c1=O (configuration not stated)
  nt	71&113[100 µM]
CC1CC(=O)N(N(C)C)C(C#N)(C#N)C1(C#N)C#N (configuration not stated)
  nt	-90*[100 µM]
CC1=C(C2=C(C)C(=O)C(=O)c3cc(C)ccc32)c2ccc(C)cc2C(=O)C1=O
  nt	-100*[100 µM]
Clc1ccc(C2C3COc4ccccc4C3=NN2c2ccccc2)cc1 (configuration not stated)
  nt	31&77[100 µM]
Clc1cc2nnn(C3CCCO3)c2cc1Cl (configuration not stated)
  nt	104&72[100 µM]
Cc1ccc(C(=O)Nc2ccc(CP(=O)(O)O)cc2CP(=O)(O)O)cc1NC(=O)c1cccc(N)c1
  nt	104&106[100 µM]
CC(=N\N)/C(C)=N/N=C(C)/C(C)=N/N
  nt	95&103[100 µM]
N#C/C(=C1\N=C(c2ccccc2O)Oc2ccccc21)c1ccc([N+](=O)[O-])cc1
  nt	52&102[100 µM]
Cn1c(COC(=O)NC2CCCCC2)c(COC(=O)NC2CCCCC2)c2ccc3cc(C=O)ccc3c21
  nt	70[100 µM]
N#CC(=S)Nc1ccc(F)cc1
  nt	8.5*![100 µM]
CCc1n[nH]c(=O)n1N1C(=O)C2CCCCC2C1=O (configuration not stated)
  nt	83&89[100 µM]
C[C@]12CC[C@@H]3c4cc(Br)c(O)c(Br)c4CC[C@H]3[C@@H]1CC(Br)C2=O (some centres not stated)
  nt	-98*[100 µM]
C=C1C(=O)OC2CC3(C)CCCC(C)C3=CC12 (configuration not stated)
  nt	-97*[100 µM]
COc1ccc(C(F)(F)F)cc1NC(=O)O/N=C(/Cl)C(C)C
  nt	105&106[100 µM]
CC(=O)C1=C(C)N2C(=NC3=C(CCc4ccccc43)C2c2ccc(F)cc2)S1 (configuration not stated)
  nt	27&68[100 µM]
COC1(OC)N=C(N)C2(C#N)C(C)=C3NCN(C)N=C3C12C#N (configuration not stated)
  nt	91&111[100 µM]
O=C1c2ccccc2-c2c1c1ccccc1c(=O)n2CCO
  nt	3.4*![100 µM]
C=C1C2CCC3C4(C)CCCC(C)(C(=O)O)C4CCC3(C2)C1OC(=O)/C(C)=C/C (configuration not stated)
  nt	80&27[100 µM]
C[C@@H]1C[C@](O)([C@@H](C)Cl)C(=O)O[C@@H]2CCN3CC=C(COC(=O)[C@]1(C)O)[C@H]23
  nt	88&67[100 µM]
Cc1cc2nnn(C3CCCO3)c2cc1C (configuration not stated)
  nt	93&86[100 µM]
CC1(C=O)CCC23COC4(CCC5C6(C)CCC(OC7OCC(OC8OC(CO)C(O)C(OC9OC(CO)C(O)C(O)C9O)C8OC8OCC(O)C(O)C8O)C(O)C7OC7OC(CO)C(O)C(O)C7O)C(C)(C)C6CCC5(C)C4(C)CC2O)C3C1 (configuration not stated)
  nt	-70*[100 µM]
CCOc1ccc(NC(=O)C(=O)Nn2c(N)nnc2N)cc1
  nt	80&97[100 µM]
O=[N+]([O-])c1cccc(-c2ncnc(-c3cccc([N+](=O)[O-])c3)n2)c1
  nt	-100*![100 µM]
COC(=O)[C@@H]1CO[C@H](C(C)(C)C)N1C(=O)N1C=CC(=O)C[C@H]1C
  nt	111&98[100 µM]
COc1ccccc1N(CN1C(=O)CCC1C(=O)O)C(C)=O (configuration not stated)
  nt	113&76[100 µM]
CC1OC(OC2C(O[C@H]3CC[C@@]4(C)C(=CC[C@H]5[C@@H]6C[C@@H]7O[C@]8(CC[C@H](C)CN8)[C@@H](C)[C@@H]7[C@@]6(C)CC[C@@H]54)C3)OC(CO)C(O)C2OC2OC(CO)C(O)C(O)C2O)C(O)C(O)C1O (some centres not stated)
  nt	-95*![100 µM]
N#C/C=C1\C=CC(O)C(O)C1OC1OC(CO)C(O)C(O)C1O (configuration not stated)
  nt	94&97[100 µM]
CCc1cc(Cc2cc(CC)c(NC(=O)C(=O)CC(=O)c3sc(-c4cccnc4)nc3C)c(CC)c2)cc(CC)c1NC(=O)C(=O)CC(=O)c1sc(-c2cccnc2)nc1C
  nt	103&123[100 µM]

12 compounds out of the list, sorted by number of heavy atoms, high to low:
Results follow in this order: RXF 393	TK-10
CC1(C=O)CCC23COC4(CCC5C6(C)CCC(OC7OCC(OC8OC(CO)C(O)C(OC9OC(CO)C(O)C(O)C9O)C8OC8OCC(O)C(O)C8O)C(O)C7OC7OC(CO)C(O)C(O)C7O)C(C)(C)C6CCC5(C)C4(C)CC2O)C3C1 (configuration not stated)
  nt	-70*[100 µM]
CC1OC(OC2C(O[C@H]3CC[C@@]4(C)C(=CC[C@H]5[C@@H]6C[C@@H]7O[C@]8(CC[C@H](C)CN8)[C@@H](C)[C@@H]7[C@@]6(C)CC[C@@H]54)C3)OC(CO)C(O)C2OC2OC(CO)C(O)C(O)C2O)C(O)C(O)C1O (some centres not stated)
  nt	-95*![100 µM]
CCc1cc(Cc2cc(CC)c(NC(=O)C(=O)CC(=O)c3sc(-c4cccnc4)nc3C)c(CC)c2)cc(CC)c1NC(=O)C(=O)CC(=O)c1sc(-c2cccnc2)nc1C
  nt	103&123[100 µM]
C=C1C2CCC3C4(C)CCCC(C)(C(=O)O)C4CCC3(C2)C1OC(=O)/C(C)=C/C (configuration not stated)
  nt	80&27[100 µM]
CC(=O)C1=C(C)N2C(=NC3=C(CCc4ccccc43)C2c2ccc(F)cc2)S1 (configuration not stated)
  nt	27&68[100 µM]
C[C@@H]1C[C@](O)([C@@H](C)Cl)C(=O)O[C@@H]2CCN3CC=C(COC(=O)[C@]1(C)O)[C@H]23
  nt	88&67[100 µM]
O=[N+]([O-])c1cccc(-c2ncnc(-c3cccc([N+](=O)[O-])c3)n2)c1
  nt	-100*![100 µM]
COC(=O)[C@@H]1CO[C@H](C(C)(C)C)N1C(=O)N1C=CC(=O)C[C@H]1C
  nt	111&98[100 µM]
CCOc1ccc(NC(=O)C(=O)Nn2c(N)nnc2N)cc1
  nt	80&97[100 µM]
CCc1n[nH]c(=O)n1N1C(=O)C2CCCCC2C1=O (configuration not stated)
  nt	83&89[100 µM]
C=C1C(=O)OC2CC3(C)CCCC(C)C3=CC12 (configuration not stated)
  nt	-97*[100 µM]
Cc1cc2nnn(C3CCCO3)c2cc1C (configuration not stated)
  nt	93&86[100 µM]

Further compounds follow:
Results follow in this order: RXF 393	TK-10
CCCCCCCC/C=C\CCCCCCC(F)C(=O)O (configuration not stated)
  nt	107&102[12.5 µM]
CC(C)CCCC(C)[C@H]1CC[C@H]2[C@@H]3CC[C@H]4C[C@@H](CCC=C(c5cc(Cl)c(O)c(C(=O)OC(C)C)c5)c5cc(Cl)c(O)c(C(=O)OC(C)C)c5)CC[C@]4(C)[C@H]3CC[C@]12C (some centres not stated)
  nt	100&99[50 µM]
CC1CC2OC(=N)C1(C#N)C2(C#N)C#N (configuration not stated)
  nt	103&103[100 µM]
CCCCCCCCCCCCCC1=C(O)C(=O)C(CC2=C(O)C(=O)C(CCCCCCCCCCCCC)=C(O)C2=O)=C(O)C1=O
  nt	-1.5*![100 µM]
Cc1nc(C(N)=S)sc1C(=O)CC(=O)C(=O)Nc1nc2ccccc2[nH]1
  nt	82&146[100 µM]
CC1CC(=O)N(N(C)C)C2(C#N)C(=O)N=C(N)C12C#N (configuration not stated)
  nt	-94*[100 µM]
CO/C(N)=C(\C#N)N=Cc1ccc2ccccc2c1
  nt	-45*![100 µM]
COc1cccc2c(=O)c3c(n(C)c12)OC(C(C)C)C3 (configuration not stated)
  nt	78&75[100 µM]
CC#CC#C/C(=C/C=CC(=O)OC)SC
  nt	93&124[100 µM]
CC1OC23CCCCC2C(C#N)(C#N)C1(C#N)C(=N)O3 (configuration not stated)
  nt	37[100 µM]
CCC/C(Cl)=N\OC(=O)Nc1ccc(OC(F)(F)F)cc1
  nt	110&97[100 µM]
CC(=O)Nc1cc2nc3n(c2cc1C)CCC3OC(C)=O (configuration not stated)
  nt	107&103[100 µM]
COC1CC(OC2CCC3(C)C(=CCC4C3C(OC(C)=O)C(OC(=O)CC(C)C)C3(C)C(C(C)=O)CCC43O)C2)OC(C)C1OC1CC(OC)C(OC2CC(OC)C(OC3OC(C)C(OC4OC(CO)C(O)C(O)C4O)C(OC)C3O)C(C)O2)C(C)O1 (configuration not stated)
  nt	116&140[75 µM]
CC(=O)c1ccc(NC(=O)/C(CC(=O)/C=C/c2ccccc2)=N/NC(N)=S)cc1
  nt	44&125[100 µM]
COC(=O)[C@H]1CO[C@@H](C(C)(C)C)N1C(=O)N1C=CC(=O)C[C@@H]1C
  nt	109&91[100 µM]
COC(=O)/C(=N\NC(N)=O)C(C(=O)C(=O)Nc1ccccc1OC)c1nc2ccc([N+](=O)[O-])cc2[nH]c1=O (configuration not stated)
  nt	93&159[100 µM]
O=c1[nH]c(Nc2ccc(Br)c(C(F)(F)F)c2)nc2nc[nH]c12
  nt	93&112[100 µM]
CCN(C)c1nc(N(C)CC)c2nc(N(C)CC)nc(N(C)CC)c2n1
  nt	89&107[100 µM]
CCOc1nnnc2nc[nH]c12
  nt	34&83[100 µM]
Cc1cc(N2CCCC2)c([N+](=O)[O-])cc1[N+](=O)[O-]
  nt	76&90[100 µM]
N=C1C(=N)c2ccccc2-c2ccccc21
  nt	3.2*![100 µM]
Cc1n[nH]c(=O)n1N1C(=O)CCCC1=O
  nt	100&95[100 µM]
COC1=CC(=O)N(C)C(O)C1(C#N)OC1OC(CO)C(O)C(O)C1O (configuration not stated)
  nt	98&86[100 µM]
O=c1ccc2ccc(O)cc2o1
  nt	99&89[100 µM]
CSc1nc(SC)c2ncn(C3CC(Oc4ccc(C)cc4)C(COc4ccc(C)cc4)O3)c2n1 (configuration not stated)
  nt	71&85[100 µM]
CCOCCOC(=O)C1CCC(=O)N1CN(C(C)=O)c1cc(OC)ccc1OC (configuration not stated)
  nt	110&88[100 µM]
CN(C)CCNc1ncc(F)c(-c2cnc3cc(-c4cnn(C)c4)ccn23)n1
  110[0.005 µM]	nt

Screening data as filed in PubChem.
